Compound activity as filed in PubChem BioAssay.
hcGAS inh: Primary biochemical luminescence assay for human cyclic GMP-AMP synthase inhibitors | Q8N884 | recombinant h-cGAS, ATP depletion, Kinase-Glo luminescence | inhibition, % at 12.5 µM | 290,000 compounds, 0.081% hits | AID 1259398, 2018;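 further: 0% = vehicle reaction and 100% = reaction without DNA for no activity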
Target sequence (Q8N884 whole entry, looked up): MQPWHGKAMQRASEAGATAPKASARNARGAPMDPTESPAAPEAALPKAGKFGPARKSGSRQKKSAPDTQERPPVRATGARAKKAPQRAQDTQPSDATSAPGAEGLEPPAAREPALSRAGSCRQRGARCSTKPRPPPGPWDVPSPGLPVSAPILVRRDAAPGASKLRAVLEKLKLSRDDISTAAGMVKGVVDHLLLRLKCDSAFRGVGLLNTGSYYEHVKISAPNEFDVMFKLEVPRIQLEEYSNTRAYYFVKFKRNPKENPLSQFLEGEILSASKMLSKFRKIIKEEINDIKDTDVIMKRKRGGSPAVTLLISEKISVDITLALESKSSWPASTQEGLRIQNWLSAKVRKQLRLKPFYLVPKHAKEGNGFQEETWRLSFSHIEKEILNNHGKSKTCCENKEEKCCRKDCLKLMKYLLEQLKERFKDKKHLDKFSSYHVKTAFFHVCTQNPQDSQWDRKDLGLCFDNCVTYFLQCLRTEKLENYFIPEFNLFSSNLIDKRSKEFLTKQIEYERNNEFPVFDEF
mcGAS lum: cyclic GMP-AMP synthase inhibitors, mouse, primary biochemical chemiluminescence; inhibition, % at 12.5 µM; 160,000 compounds, 0.15% hits; recombinant cGAS, Kinase-Glo ATP depletion luminescence;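 further: 0% = negative control wells and 100% = reference inhibitor with no enzyme activity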
NPYLR7 agonist: agonists of mosquito NPYLR7 receptor, primary screen, cell-based, Aedes aegypti, calcium fluorescence, mosquito biting behavior; HEK293T NPYLR7/Galpha15, GCaMP6s calcium fluorescence; activation, % at 10 µM; AID 1259423, 2018; Aedes aegypti neuropeptide Y-like receptor 7 (NPYLR7); 270,000 compounds, 0.15% hits; in the data active means activation above about 40%;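 further: 0% = vehicle and 100% = reference agonist at the receptor; some compounds past the cut are filed as inactive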
* hit, by the source's call; / = not tested or not shown; & = joins results of further samples. Unless noted, no stated cut-off is given here; in the data, active means inhibition above about 40%; inactive means the rest.

Second line of a record – hcGAS inh | NPYLR7 agonist | mcGAS lum
Cc1cc(Nc2ccc3c(n2)C(=O)N([C@H](C)C(=O)NCC2CCOCC2)C3)n(C)n1
  -5 | 4 | /
Cc1ccc(S(=O)(=O)Nc2ccc(C)cc2Br)cc1
  -7 | 0 | -6
COC(=O)C1=C(C)NC2=C(C(=O)CC(c3ccc(OC)cc3)C2)C1c1ccc(OCc2ccccc2)c(OC)c1 (configuration not stated)
  -7 | 14 | -5
COCCN1CCCC[C@]2(C[C@H](C(=O)O)[C@H](c3ccccc3)N2C(=O)COc2ccccc2)C1=O
  -8 | 5 | -6
Cc1cccc2oc(CNC(=O)c3cc(COc4ccccc4)[nH]n3)nc12
  -3 | -2 | -10
Cc1cn2c3c(=O)n(CCC(C)C)c(=O)n(C)c3nc2n1-c1ccccc1N
  2 | 2 | -8
Nc1nccnc1C(=O)N1CCN(CC(=O)Nc2ccc(OC(F)(F)F)cc2)CC1
  -5 | 2 | /
Cc1ccc(CN2CCNC(=O)C2CC(=O)Nc2cnc3n2CCCC3)cc1 (configuration not stated)
  2 | 2 | -3
O=C(Nc1ccccc1)C1CCOC1=O (configuration not stated)
  -3 | -8 | /
CC1(Cc2ccc(Cl)s2)C(=O)Nc2cc(C(F)(F)F)ccc21 (configuration not stated)
  0 | 5 | -2
Cc1ccc(S(=O)(=O)N2CCc3c(cnn3-c3ccc(Cl)cc3Cl)C2)cc1
  -3 | 1 | /
CC(C#N)(CCc1ccccc1)NC(=O)CS(=O)(=O)C1CCCC1 (configuration not stated)
  -7 | 16 | -17
Cc1cc(C2CCC2)nc(NCCN2CCCC2)n1
  -5 | 20 | /
CCOC(=O)c1cc(-c2ccc(N3CCN(C(=O)Cc4ccccc4)CC3)cc2)n(-c2ccccc2Cl)n1
  -2 | 33 | -4
O=C(c1cc(-c2ccccc2Cl)nc2ccccc12)N1CCCC1
  -4 | 5 | -6
COc1cccn2c(N(C)C(=O)CCC3CCCC3)c(C)nc12
  -3 | 2 | -3
COCCN(Cc1ccc(C)o1)Cc1ccc(C(O)(c2cccc(F)c2)c2cccc(F)c2)o1
  0 | -10 | -4
Cc1cc2cc(CNC(=O)C34CC5CC(CC(C5)C3)C4)ccc2n1C
  -7 | 5 | -9
Cc1nccc(N[C@H]2CN(C(=O)CN3CCOCC3)C[C@@H]2C(C)C)n1
  -14 | / | -6
Cc1ccc2c(c1)c1c3n2CCN(CC#N)C3CCC1 (configuration not stated)
  -9 | 8 | /
CC1CC(OC(=O)c2cc3c(s2)CCCC3)C(=O)O1 (configuration not stated)
  0 | -1 | /
CC(C(=O)Nc1ccc(S(N)(=O)=O)cc1)N(C)CCOc1ccccc1F (configuration not stated)
  3 | 2 | /
CCOc1ccc(Br)cc1S(=O)(=O)N(C)C
  -11 | 20 | -10
CCC(Nc1cccc(OC)c1)C(=O)N1CC=CCC1 (configuration not stated)
  0 | / | 0
Cc1[nH]c2c(C)cccc2c(=O)c1CC=C(Cl)Cl
  -8 | -3 | /
COc1ccc(CNC(=O)N(C)Cc2ccncc2)cc1
  -12 | 10 | -9
CC1CCCN(S(=O)(=O)NCCc2ccc(F)cc2)C1 (configuration not stated)
  -8 | 11 | -7
O=c1[nH]ncc(N2CCN(Cc3nc4scc(-c5cccs5)c4c(=O)[nH]3)CC2)c1Cl
  -8 | -1 | /
CC1=CC=CC2=NC(C(F)(F)F)(C(F)(F)F)N=C(c3ccccc3)N12
  12 | 5 | /
COc1ccccc1C(NC(=O)C1CCN(CCOc2ccccc2)CC1)c1ccccn1 (configuration not stated)
  -3 | 7 | -3
Cc1ccc(-n2ncc3c2CC(C)(C)CC3NC(=O)C2CCN(C(=O)N(C)C)CC2)cc1 (configuration not stated)
  4 | 5 | -6
Cc1ccc(S(=O)(=O)N2CCN(c3nc(-c4ccc(N(C)C)cc4)nc4sc5c(c34)CCC(C)C5)CC2)cc1 (configuration not stated)
  -3 | 0 | -3
Cc1ccc2oc(-c3ccc([N+](=O)[O-])cc3)cc(=O)c2c1
  -6 | -4 | -3
Cc1ccc(CC2N=NC(=NNC(=O)c3ccccc3Cl)NC2=O)cc1 (configuration not stated)
  -3 | 13 | /
Cc1ccc(NC(=O)c2ccc(C)c(S(=O)(=O)Nc3cccc(C(=O)O)c3)c2)cc1
  2 | -13 | -2
COc1ccc(Cn2c(-c3snnc3-c3ccccc3)n[nH]c2=S)cc1
  -3 | -10 | /
S=C(NC1CC1)N(Cc1ccco1)Cc1cccs1
  -4 | 0 | /
CS(=O)(=O)Nc1cc(NC(=O)c2cc(-c3ccco3)on2)ccc1F
  -6 | 5 | -18
CCc1cc(N2CCN(c3ccccc3F)CC2)nc(SCc2cccc(C(=O)NCc3ccccn3)c2)n1
  -6 | 11 | -5
C=c1ccccc1=C1C=NNC(=NCCc2nc(C)cc(C)n2)N1
  -10&-5 | 12&-1 | -2
CNC(=O)Cn1cnc2c(nnn2-c2cccc(C)c2)c1=O
  -6 | 0 | -8
CC(C)Oc1ccc(C(O)=C2C(=O)C(=O)N(CCN3CCNCC3)C2c2cccc([N+](=O)[O-])c2)cc1 (configuration not stated)
  -6 | 2 | -8
CCOC(=O)C1C(C)=NC2=C(C(=O)c3ccccc32)C1c1cccc([N+](=O)[O-])c1 (configuration not stated)
  7 | -4 | /
COc1ccc(C2c3sc(=O)[nH]c3SC3C(=O)NC(=O)C32)cc1 (configuration not stated)
  -9 | 6 | /
Cc1ccccc1-c1nc(OCC(C)C)nn1-c1ccc(N)cc1
  -4 | -9 | -5
COc1ccc(N2C(=O)C(c3c(C)[nH]n(-c4ccccc4)c3=O)=C(N3CCOCC3)C2=O)cc1
  -10&-10 | 7&21 | -8&-8
Cn1ccnc1SCCn1ccnc1-c1ccccc1C(=O)O
  -8 | 6 | -16
Cc1ncc(C[n+]2ccccc2)c(C)n1
  0 | -7 | /
O=C(C1CC1)N1CCC(NCc2ccc(-c3cccc(Br)c3)s2)CC1
  -3 | -1 | -6
Nc1ccc(S(=O)(=O)Nc2ncccn2)cc1
  1&-2&-3 | -6&4&-4 | -4
CCN(C(=O)c1nn(-c2ccccc2)cc1OC)c1nc(C)cs1
  -8 | -2 | -17
CC1=CC(=NSc2ccc(Cl)cc2)C=C(C)C1=O
  -6 | 17 | /
CCCCC(=O)N1CCN(c2nccn2C)CC1
  -3 | 3 | -9
CCOC(=O)c1c(NC(=O)C2CC2C)sc(C)c1C (configuration not stated)
  -7 | 2 | /
CCc1nc2ccc(C(=O)NCCN(C)C)cn2c1N(C)Cc1ccc(N(C)C)cc1
  -6 | 8 | -3
CC(C)c1ccccc1N1C(=O)CSC1c1ccc(NS(=O)(=O)c2ccc(F)cc2)cc1 (configuration not stated)
  -1 | 5 | -3
COc1ccc(NS(=O)(=O)c2ccc(-c3ccccc3)cc2)c(C(=O)NCc2ccccc2)c1
  -4 | 3 | -7
Cc1ccc(-c2cc(C(=O)Nc3ccccc3F)c3ccccc3n2)c(C)c1
  2 | -4 | 4
COCCN1CCN(c2nc(C(=O)Nc3ccc(NC(C)=O)cc3)cs2)C1=O
  -5 | 1 | /
CN(C)CC1(O)CCN(C(=O)c2cccc3nccnc23)C1 (configuration not stated)
  -5 | 15 | /

Continued, overlapping the part above by two compounds.
Second line of a record – hcGAS inh | NPYLR7 agonist | mcGAS lum
COCCN1CCN(c2nc(C(=O)Nc3ccc(NC(C)=O)cc3)cs2)C1=O
  -5 | 1 | /
CN(C)CC1(O)CCN(C(=O)c2cccc3nccnc23)C1 (configuration not stated)
  -5 | 15 | /
Cc1cc(C(=O)Cn2cnnc2C#N)c(C)n1CCC(C)C
  -11 | 8 | -8
CC(NC(=O)CSc1n[nH]c(-c2cccs2)n1)c1ccccc1 (configuration not stated)
  0 | -7 | /
O=c1c2nnn(Cc3ccc(F)cc3)c2ncn1Cc1ccc(Cl)cc1
  2 | 6 | /
Cc1cc(F)ccc1Oc1cc(N2CCN(S(=O)(=O)c3ccc(Cl)cc3)C(C)C2)ncn1 (configuration not stated)
  -7 | 13 | -6
CCOc1cccc2cc(C(=O)Oc3ccc(OC)cc3)c(=O)oc12
  -3 | 5 | /
Fc1cc(F)cc(COC2CCCNC2)c1 (configuration not stated)
  -1 | 5 | /
O=C(CCc1ccco1)NC1CC(=O)N(CCc2ccccc2)C1 (configuration not stated)
  -8 | 5 | /
Cc1cc2c(cc1O)NC(=O)CC2C1CCNCC1 (configuration not stated)
  -4 | 13 | /
CC(=O)c1cccc(-c2ccnc3c2CC(C(=O)NCC2CCOCC2)O3)c1 (configuration not stated)
  -7 | 0 | -7
Cc1cc(CN(C)C(=O)C2CCC(=O)N(CC3CCCCC3)C2)n[nH]1 (configuration not stated)
  3 | 10 | /
CCOC(=O)C1=C(O)C(=CC2C(=O)CCCC2=O)N=C1C
  -1 | 4 | /
O=c1[nH]nc2nc(N3CCCCC3)nc(N3CCCCC3)n12
  -10 | -3 | /
O=C(CC1=CCCCC1)N1CCC2(CCCN(CC3CC3)C2=O)C1 (configuration not stated)
  -7 | 26 | /
COc1ccc(NC(=O)C2CC(=O)c3ccccc32)c(NC(=O)C(C)C)c1 (configuration not stated)
  -2 | -3 | /
c1nc(C2CCNCC2)cc(N2CC3C[C@@H]4CC2C[C@H](C3)C4)n1
  -6 | 2 | /
CN(C)S(=O)(=O)NCC1CC(=O)N(c2ccc(F)cc2)C1 (configuration not stated)
  -3 | 4 | /
CNC(=O)C1(C(=O)NC(C)c2ccc(Br)cc2)CCC1 (configuration not stated)
  5 | 4 | /
COc1cccc2cc(CNC(C)c3ccc(F)c(F)c3)oc12 (configuration not stated)
  -8 | 22 | /
Cc1nc(N2CCC(C(=O)N3CCc4ccccc4C3)CC2)nc2cc(S(C)(=O)=O)ccc12
  -8 | 13 | -23
CNC(=O)NC(=O)CNc1ccccc1-n1cncn1
  -7 | 10 | -8
CC(Oc1ccc(F)cc1Cl)c1nnc(-c2ccccc2)o1 (configuration not stated)
  -7 | 1 | /
COc1ccc(C(=O)N2CCN(C(=O)CCCSc3nnc(-c4ccco4)n3-c3ccc(C)cc3)CC2C)c(OC)c1 (configuration not stated)
  -6 | 11 | -5
COc1ccccc1C1=NOC(CN(Cc2ccc(F)cc2)C(=O)NC(C)C)C1 (configuration not stated)
  -2 | 19 | -4
COC(=O)c1ccc2c(c1)CC(CNC(=O)C(C)Oc1ccccc1)O2 (configuration not stated)
  -6 | -1 | -9
CN(C(=O)CSCC(=O)Nc1ccc(Cl)c(Cl)c1)C1CCCCC1
  -11 | 4 | -15
CCOC1CC(NC(=O)NCCCc2c(C)noc2C)C12CCC2 (configuration not stated)
  -17 | 2 | -16
Cc1ccsc1C(=O)N1CCn2nc(C(=O)NCc3ccccn3)cc2C1
  -7 | 13 | /
CN1CCC(c2n[nH]c(=O)n2CCC(=O)O)CC1
  -3 | 3 | /
COCCOc1nc(-c2ccc(F)cc2)n(-c2ccc(NC(=O)Nc3ccc(F)cc3F)cc2)n1
  -4 | -1 | -4
COc1ccc2[nH]c(C(=O)N3CCC4(CCNC4=O)CC3)cc2c1
  1 | 4 | /
CCc1cnc(C)nc1N1CCC2(CCC(=O)N(C3CCN(C)C3)C2)CC1 (configuration not stated)
  -6 | / | -4
CC(C)CN(C(=O)CN1C(=O)NC(C)(c2ccc(Cl)cc2)C1=O)C1CCS(=O)(=O)C1 (configuration not stated)
  -6 | 0 | /
FC(F)Sc1ccc(NC(=S)NN=CC2CC=CCC2)cc1 (configuration not stated)
  -11 | 0 | /
CC(C)(C)NC(=O)CSc1n[nH]c(-c2ccncc2)n1
  0 | 5 | -5
CC(C)c1ccc(OCC(=O)Nn2cnc3c(cnn3-c3ccccc3)c2=O)cc1
  -9 | 1 | /
CCc1cccc(OCc2nc(C(=O)O)cs2)c1
  0 | 0 | /
Cc1cc(C)c2c(CC(=O)NCc3cccnc3N3CCOCC3)coc2c1
  1 | 7 | /
CCCCCCN=C(NC(=O)c1ccc(Cl)c(Cl)c1)OCCC
  0 | 4 | -4
CNC(=O)N1CCC(C2CCN(C(=O)Cn3ccc(C)n3)C2)CC1 (configuration not stated)
  3 | / | 0

Among those listed so far, these contain an NH in an aromatic ring.
Second line of a record – hcGAS inh | NPYLR7 agonist | mcGAS lum
Cc1cccc2oc(CNC(=O)c3cc(COc4ccccc4)[nH]n3)nc12
  -3 | -2 | -10
Cc1[nH]c2c(C)cccc2c(=O)c1CC=C(Cl)Cl
  -8 | -3 | /
O=c1[nH]ncc(N2CCN(Cc3nc4scc(-c5cccs5)c4c(=O)[nH]3)CC2)c1Cl
  -8 | -1 | /
COc1ccc(Cn2c(-c3snnc3-c3ccccc3)n[nH]c2=S)cc1
  -3 | -10 | /
COc1ccc(C2c3sc(=O)[nH]c3SC3C(=O)NC(=O)C32)cc1 (configuration not stated)
  -9 | 6 | /
COc1ccc(N2C(=O)C(c3c(C)[nH]n(-c4ccccc4)c3=O)=C(N3CCOCC3)C2=O)cc1
  -10&-10 | 7&21 | -8&-8
CC(NC(=O)CSc1n[nH]c(-c2cccs2)n1)c1ccccc1 (configuration not stated)
  0 | -7 | /
Cc1cc(CN(C)C(=O)C2CCC(=O)N(CC3CCCCC3)C2)n[nH]1 (configuration not stated)
  3 | 10 | /
O=c1[nH]nc2nc(N3CCCCC3)nc(N3CCCCC3)n12
  -10 | -3 | /
CN1CCC(c2n[nH]c(=O)n2CCC(=O)O)CC1
  -3 | 3 | /
COc1ccc2[nH]c(C(=O)N3CCC4(CCNC4=O)CC3)cc2c1
  1 | 4 | /
CC(C)(C)NC(=O)CSc1n[nH]c(-c2ccncc2)n1
  0 | 5 | -5
